HTRA1 inh: HTRA1 serine protease inhibitors, primary screen, biochemical, fluorescence polarization, HTS; AID 504803, 2011; recombinant HTRA1, FP-rhodamine activity-based probe; inhibition, % at 5.96 µM; actives 0.5% (n = 340,000); Q92743; in the data active = inhibition above about 36%;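 also: 0% = enzyme with DMSO and 100% = wells lacking enzyme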
Rev-erbA mod: modulators of Rev-erb alpha DNA binding, primary screen, biochemical, FITC-DNA, fluorescence polarization, uHTS; AID 1259318, 2017; activity, % at 10 µM; actives 0.79% (n = 370,000); Rev-erbα–FITC-DNA binding, 90 min; Nuclear receptor subfamily 1 group D member 1 (Homo sapiens), P20393;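 active = activity above about 14%, limit read from the data; passing the limit was not always enough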;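 also: 0% = DMSO wells with 35 nM protein and 100% = DMSO wells with 750 nM protein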
Target sequence (P20393 whole entry, looked up): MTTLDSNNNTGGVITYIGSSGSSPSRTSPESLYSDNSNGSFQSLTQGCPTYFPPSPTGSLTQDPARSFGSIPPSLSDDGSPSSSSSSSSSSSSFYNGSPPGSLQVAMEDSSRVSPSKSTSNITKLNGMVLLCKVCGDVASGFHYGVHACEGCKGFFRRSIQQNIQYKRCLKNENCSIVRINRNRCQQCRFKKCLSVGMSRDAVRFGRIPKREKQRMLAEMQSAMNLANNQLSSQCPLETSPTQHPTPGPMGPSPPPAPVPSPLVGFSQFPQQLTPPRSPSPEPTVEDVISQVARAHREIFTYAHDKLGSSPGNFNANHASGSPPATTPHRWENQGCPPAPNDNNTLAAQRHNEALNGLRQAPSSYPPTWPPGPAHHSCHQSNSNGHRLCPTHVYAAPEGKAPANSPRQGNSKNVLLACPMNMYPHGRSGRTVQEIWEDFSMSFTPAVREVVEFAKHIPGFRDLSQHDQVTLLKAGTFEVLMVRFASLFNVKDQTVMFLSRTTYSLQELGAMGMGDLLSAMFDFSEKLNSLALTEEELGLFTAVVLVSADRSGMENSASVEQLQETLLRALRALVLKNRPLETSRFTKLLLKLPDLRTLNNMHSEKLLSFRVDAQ
* marks the source's active call; other numbers are inactive results; / = no result given. An excerpt (hit frequency here may not be typical).

SMILES | HTRA1 inh | Rev-erbA mod
COC(=O)C1=C(c2ccc(Cl)c(C(F)(F)F)c2)C[C@@H]2CC[C@H]1N2C(=O)NCCOc1ccccc1 | -46 | /
CN[C@H](C)[C@H](O)c1ccccc1 | 0 | /
CCOc1cc(/C=C2/C(=O)NC(=O)N(c3ccc(CC)cc3)C2=O)ccc1OC(=O)c1cccs1 | 13 | /
CCn1nc(-c2cccs2)nc2c(=O)n(C)c(=O)nc1-2 | 28 | /
COc1ccc2nc(NC(=O)CCc3nc(C4=CCN(C)CC4)no3)sc2c1 | 3 | /
C[C@@H]1CN([C@H](C)CO)C(=O)CCCn2cc(nn2)CO[C@H]1CN(C)C(=O)Oc1ccc2ccccc2c1 | 0 | /
COC(=O)C1=C(c2ccc(F)cc2F)C[C@@H]2CC[C@H]1N2C(=O)NC1CCCCC1 | -3 | /
CCC1(OC(=O)CN)C(=O)OCc2c1cc1n(c2=O)Cc2cc3ccccc3nc2-1 (centres undefined) | 0 | /
CC(C)[C@H]1C(=O)N2CCC[C@H]2[C@]2(O)O[C@](NC(=O)[C@@H]3C=C4c5cccc6[nH]cc(c56)C[C@H]4N(C)C3)(C(C)C)C(=O)N12 | 33 | /
CN(C)C1C(=O)C(C(N)=O)=C(O)C2(O)C(=O)C3=C(O)c4c(O)cccc4C(C)(O)C3CC12 (centres undefined) | 9 | /

Continued, overlapping the part above by four compounds.
SMILES | HTRA1 inh | Rev-erbA mod
COC(=O)C1=C(c2ccc(F)cc2F)C[C@@H]2CC[C@H]1N2C(=O)NC1CCCCC1 | -3 | /
CCC1(OC(=O)CN)C(=O)OCc2c1cc1n(c2=O)Cc2cc3ccccc3nc2-1 (centres undefined) | 0 | /
CC(C)[C@H]1C(=O)N2CCC[C@H]2[C@]2(O)O[C@](NC(=O)[C@@H]3C=C4c5cccc6[nH]cc(c56)C[C@H]4N(C)C3)(C(C)C)C(=O)N12 | 33 | /
CN(C)C1C(=O)C(C(N)=O)=C(O)C2(O)C(=O)C3=C(O)c4c(O)cccc4C(C)(O)C3CC12 (centres undefined) | 9 | /
CCOc1cccc(OCC)c2c(C)[n+](CC3CCCO3)c(C)c1-2 (centres undefined) | 50* | /
CCN(CC)C(=O)c1ccc2c(c1)C1C(Cl)C(Sc3ccccc3[N+](=O)[O-])CC1C(C(=O)O)N2 (centres undefined) | 78* | /
C=C(C=O)CC1CC(O)[C@]2(C)OC3C[C@@H]4OC5C[C@]6(C)O[C@]7(C)CCC8OC9C[C@]%10(C)OC(/C(C)=C\CO)C(O)CC%10OC9CC(C)C8OC7CC6O[C@]5(C)C/C=C\C4OC3CC2O1 (some centres undefined) | 1 | /
CCN(CC)CCOC(=O)c1cc2cc(COC)ccc2o1 | 3 | /
C=CC[C@@H](CC/C=C/C=C/CC/C=C\[C@@H]1CSC([C@@H]2C[C@@H]2C)=N1)OC | -2 | /
COC(=O)C1=C(c2ccc(F)cc2F)C[C@@H]2CC[C@H]1N2C(=O)NCC1CC1 | 1 | /
C=C1C(=O)OC2CC(C)C3C=CC(=O)C3(C)C(O)C12 (centres undefined) | -5 | /
CCOC(=O)C1CCN(C(C)C(=O)c2c[nH]c3ccccc23)CC1 (centres undefined) | 4 | /
CC(C)(O)/C=C/C(=O)[C@](C)(O)C1[C@H](O)C[C@@]2(C)C3CC=C4C(C[C@H](O)[C@@H](O)C4(C)C)[C@]3(C)C(=O)C[C@]12C (some centres undefined) | 2 | /
CC1Oc2cc3c(-c4c(O)cc(O)c5c(O)c6c(cc45)OC(C)C(C)C6=O)c(O)cc(O)c3c(O)c2C(=O)C1C (centres undefined) | 66* | /

Brought forward from above: 6 entries, followed by the next part.
SMILES | HTRA1 inh | Rev-erbA mod
C=CC[C@@H](CC/C=C/C=C/CC/C=C\[C@@H]1CSC([C@@H]2C[C@@H]2C)=N1)OC | -2 | /
COC(=O)C1=C(c2ccc(F)cc2F)C[C@@H]2CC[C@H]1N2C(=O)NCC1CC1 | 1 | /
C=C1C(=O)OC2CC(C)C3C=CC(=O)C3(C)C(O)C12 (centres undefined) | -5 | /
CCOC(=O)C1CCN(C(C)C(=O)c2c[nH]c3ccccc23)CC1 (centres undefined) | 4 | /
CC(C)(O)/C=C/C(=O)[C@](C)(O)C1[C@H](O)C[C@@]2(C)C3CC=C4C(C[C@H](O)[C@@H](O)C4(C)C)[C@]3(C)C(=O)C[C@]12C (some centres undefined) | 2 | /
CC1Oc2cc3c(-c4c(O)cc(O)c5c(O)c6c(cc45)OC(C)C(C)C6=O)c(O)cc(O)c3c(O)c2C(=O)C1C (centres undefined) | 66* | /
COc1ccc(-c2cc(=NCC(=O)O)c3ccccc3o2)cc1 | -9 | /
C[N+]1(C)C2CC(OC(=O)[C@@H](CO)c3ccccc3)CC1C1OC12 (some centres undefined) | / | -5
CC12CCC(C(Br)C1=O)C2(C)C (centres undefined) | / | 1
CC(C)(C)NCC(O)c1cc(Cl)c(N)c(C(F)(F)F)c1 (centres undefined) | / | 0
CC(C)=CC1C(C(=O)OC(C#N)c2cccc(Oc3ccccc3)c2)C1(C)C (centres undefined) | / | 2
C#C[C@@H]1CC2C3CCC4=C[C@@H](OC(C)=O)CCC4C3CC[C@]2(C)[C@H]1OC(C)=O (some centres undefined) | / | 6
CCCCCCCCCCCC[N+](C)(C)CCOc1ccccc1 | / | 0
C=CC[C@]1(O)CCC2C3CCC4=CC(=O)CCC4=C3C=C[C@@]21C (some centres undefined) | / | -5
C=C[C@H]1CN2CC[C@H]1C[C@@H]2[C@@H](OC(=O)OCC)c1ccnc2ccc(OC)cc12 | / | -5
C[C@H]1O[C@@H](O[C@H]2[C@@H](O)C[C@H](O[C@H]3[C@@H](O)C[C@H](O[C@H]4CC[C@@]5(C)[C@H](CC[C@@H]6[C@@H]5CC[C@]5(C)[C@@H](C7=CC(=O)OC7)CC[C@]65O)C4)O[C@@H]3C)O[C@@H]2C)C[C@H](O)[C@@H]1O | / | 6

An excerpt of these results, with two lines to a compound:
Screens in order: HTRA1 inh, Rev-erbA mod
C=C1C(=O)OC2CC(C)C3C=CC(=O)C3(C)C(O)C12 (centres undefined)
→ -5, /
CCOC(=O)C1CCN(C(C)C(=O)c2c[nH]c3ccccc23)CC1 (centres undefined)
→ 4, /

(next part)
SMILES | HTRA1 inh | Rev-erbA mod
CC1=C2CCC3C(CC[C@]4(C)C(=O)CCC34)[C@@]2(C)CCC1=O (some centres undefined) | / | 4
O=C1CCO1 | / | -7
c1ccc2sc(SNC3CCCCC3)nc2c1 | / | 6
C#C[C@]1(O)C=C[C@H]2[C@@H]3CCC4=CC(=O)CC[C@@H]4[C@H]3CC[C@@]21CC | / | -1
O=C(NC(=O)c1c(F)cccc1F)Nc1cc(Cl)c(OC(F)(F)C(F)C(F)(F)F)cc1Cl (centres undefined) | / | 3
S=C=NCc1ccccc1 | / | 6
O=C(Nc1ccc(Br)cc1)c1cc(Br)cc(Br)c1O | / | -2
O=c1n(Cl)c(=O)n(Cl)c(=O)n1Cl | / | 0
CC(=O)[C@H]1CCC2C3CC[C@H]4C[C@H](O)CC[C@]4(C)C3C(=O)C[C@@]21C (some centres undefined) | / | 1
CCNc1ccc(P(=S)(N(C)C)N(C)C)cc1 | 3 | 0
COc1cccc(N2CCN(Cc3cccc(Cl)c3)CC2)c1 | -5 | -2
COc1ccccc1N1CCN(Cc2c(F)cccc2F)CC1 | 5 | -2
NCC(CC(=O)O)C1CCCCC1 (centres undefined) | -3 | 2
CCCCn1c(N)c(C(=O)OCC2CCCO2)c2nc3ccccc3nc21 (centres undefined) | -7 | -2
CCN1CCN(c2nc3ccccc3s2)CC1 | 10 | -1

Bioassay records as filed in PubChem.
